ELG1 DNA repair = qHTS screen for small molecules that inhibit ELG1-dependent DNA repair in human embryonic kidney (HEK293T) cells expressing luciferase-tagged ELG1; AID 504467, 2011; HEK293T ELG1-luciferase reporter, luminescence, 16 h; DNA damage induced by 5-fluorouridine; hit rate 2.3% among 330,000; Potency, µM (doses to about 46.1 µM), for inactives: at the top dose activity change, negative = inhibition, hits mostly inhibitors; note: potency is the fitted concentration of half-maximal effect; % is set by controls: 0 for no effect and ±100 for the full control effect; nearly all actives have a fitted effect of over 55% in size
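Luminescence from the luciferase reporter, measured 30 min after ONE-Glo reagent at room temperature, was the read-out. Beforehand, 2,000 cells per well were exposed for 16 hr at 37 °C to 5-fluorouridine together with compound or vehicle.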
USP2a block = qHTS Assay for Inhibitors of Ubiquitin-specific Protease USP2a Using CHOP2 as the Reporter | hit rate 0.01% among 330,000 | Potency, µM (highest dose often 38.3 µM), without a hit: at the highest dose activity change, negative = inhibition, most hits filed as inhibitors | USP2 core, Ub-CHOP2 coupled fluorogenic reporter, 485/531 | Ubiquitin carboxyl-terminal hydrolase 2 (Homo sapiens), O75604;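 note: potency is the fitted concentration of half-maximal effect; plate controls were DMSO wells for no effect and full inhibition by NEM control for full effect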
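USP2 core (10nM final) preincubated 30min RT with compound in 20mM Tris-HCl pH 8.0, 2mM CaCl2, 2mM beta-mercaptoethanol, 0.05% CHAPS; 25nM Ub-CHOP2 plus 25nM reporter substrate added, fluorescence (Ex485/Em531) read after 60min.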
AT treatment = qHTS Assay for Identifying a Potential Treatment of Ataxia-Telangiectasia; […] A-T fibroblasts, KAP-1 phosphorylation AlphaLISA; neocarzinostatin DNA damage 30 min before lysis; Potency, µM (doses to about 57.5 µM), for the others: top-dose activation, most hits filed as activators; hit rate 0.19% among 320,000; note: potency is the fitted concentration of half-maximal effect; % of control where 0% means no effect; nearly all actives have a fitted effect of over 45% in size
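ATM-like activity read as KAP-1 phosphorylation via AlphaLISA donor/acceptor antibody pairs after lysis and 6 hr at 25C. Cells were ATM-null patient fibroblasts ([…], hTERT), dosed 60 min, then exposed to the DSB inducer NCS for 30 min.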
Eya2 inh = qHTS Assay for Inhibitors of the Phosphatase Activity of Eya2. recombinant Eya2, OMFP fluorescence dephosphorylation (OMFP is methylfluorescein phosphate). Potency, µM (top dose mostly 76.9 µM), for inactives: top-dose activity, negative = inhibition, most hits filed as inhibitors. hit rate 0.006% among 330,000. AID 488837, 2010; note: potency is the fitted concentration of half-maximal effect; % is set by controls: 0 for no effect and ±100 for the full control effect
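Eya2 protein (added as 0.2 uM solution) was preincubated with compound for 10 min at ambient temperature in 50 mM HEPES pH 7.5, 50 mM NaCl, 5 uM MgCl2, 0.05% BSA, 1 mM DTT. OMFP (added at 50 uM) then reacted 10 min; fluorescence read at 485/525 nm.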
TSHR antagonist = Antagonists of the Thyroid Stimulating Hormone Receptor: HTS campaign. activity change, negative = inhibition, % at 11.5 µM. TSHR-expressing cells, TSH-stimulated cAMP HTRF, 2 h; stronger effect = lower value. Thyrotropin receptor (Homo sapiens), P16473. hit rate 0.2% among 330,000;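 active = activity change below a set negative limit, meaning inhibition stronger than a set level, cut at about -70% in these data; inconclusive = activity change between two set negative limits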; note: % is set by controls: 0 for no effect and ±100 for the full control effect
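Antagonism was scored as loss of TSH-driven cAMP in TSHR cells, stimulated with 4nM TSH (EC80) for 2 hours at 37 deg C and detected by homogeneous HTRF competition immunoassay.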
TCR act = Activators of T cell receptors: qHTS campaign; Potency, µM (highest dose often 9.22 µM), for inactives: at the top dose activation of IL-2 secretion, actives largely listed as activators; primary human leukocytes, anti-CD3, IL-2 HTRF, 48 h; 330,000 tested, under 10 active; note: % of control where 0% means no effect
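48 hr co-incubation of compounds, a-CD3 beads and primary human leukocytes; IL-2 quantified homogeneously by HTRF with anti-IL-2 K and d2 conjugates.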
Mito fusion act = qHTS Assay for Small Molecule Inhibitors of Mitochondrial Division or Activators of Mitochondrial Fusion | hit rate 0.23% among 320,000 | Potency, µM (series often up to 46.1 µM), for inactives: at the highest dose growth rescue (activation), hits mostly activators | S. cerevisiae fusion-defective mutant growth rescue, CellTiterGlo 48 h | AID 485298, 2010;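 note: potency is the fitted concentration of half-maximal effect; % of control where 0% means no effect; nearly all actives have a fitted effect of over 45% in size; temperature-sensitive fusion mutants such as fzo1-1 at 37 °C on non-fermentable ethanol glycerol medium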
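Luminescent cell viability in 1536-well qHTS format served as the measure of rescued growth in ts fusion-mutant S. cerevisiae cultured on non-fermentable YPEG for 48 hours at 37C.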
hERG WT inh = qHTS for Inhibitors of KCHN2 3.1: Wildtype qHTS; U2OS, BacMam KCNH2, thallium flux FluxOr; stronger effect = lower value; activity change, % at 1.84 µM; hit rate 0.37% among 340,000;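 active = maximum activity change below -70%; inconclusive = maximum activity change between -70% and -50%; inactive = maximum activity change above -50%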; note: % is set by controls: 0 for no effect and ±100 for the full control effect
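U2OS cells were transduced with wild-type KCNH2 virus (2.03 x 10^8 / mL) for 4 h at room temperature, then cultured overnight at 37 C. Thallium flux was read with FluxOr dye. Rate constants were normalized to DMSO controls.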
TRPV1 ag = HTS Assay for Compounds that Act as Agonists of the Vanilloid Receptor 1 | TRPV1-expressing cells, Fluo-8 calcium influx, agonist mode | activation, % at 8.33 µM | hit rate 0.19% among 320,000; in the data active = activation above about 80%; inconclusive = between about 30% and that limit; note: 0% is about no effect
Target sequence (Q8NER1 whole entry, looked up): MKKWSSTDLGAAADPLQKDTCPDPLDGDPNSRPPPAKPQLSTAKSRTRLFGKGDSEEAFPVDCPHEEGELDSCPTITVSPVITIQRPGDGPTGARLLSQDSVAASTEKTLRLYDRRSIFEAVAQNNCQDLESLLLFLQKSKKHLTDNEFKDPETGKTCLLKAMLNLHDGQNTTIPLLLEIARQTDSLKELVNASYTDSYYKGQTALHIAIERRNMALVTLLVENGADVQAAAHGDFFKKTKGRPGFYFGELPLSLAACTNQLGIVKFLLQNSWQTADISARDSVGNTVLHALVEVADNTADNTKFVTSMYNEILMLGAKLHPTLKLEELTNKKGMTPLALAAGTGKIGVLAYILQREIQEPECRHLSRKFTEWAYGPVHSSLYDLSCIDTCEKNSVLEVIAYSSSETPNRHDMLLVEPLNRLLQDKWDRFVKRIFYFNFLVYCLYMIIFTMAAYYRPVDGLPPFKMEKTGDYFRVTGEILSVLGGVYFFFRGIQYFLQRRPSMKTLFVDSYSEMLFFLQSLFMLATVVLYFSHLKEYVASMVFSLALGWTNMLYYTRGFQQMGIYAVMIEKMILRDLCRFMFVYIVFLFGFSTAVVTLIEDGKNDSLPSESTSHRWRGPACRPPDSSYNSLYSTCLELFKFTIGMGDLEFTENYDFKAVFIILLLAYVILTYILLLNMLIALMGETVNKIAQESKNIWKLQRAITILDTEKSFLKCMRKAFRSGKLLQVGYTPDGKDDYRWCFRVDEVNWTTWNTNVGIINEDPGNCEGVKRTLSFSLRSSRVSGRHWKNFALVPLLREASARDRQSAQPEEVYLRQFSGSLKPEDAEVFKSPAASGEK
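TRPV1-expressing cells were cultured overnight at 35.5C and loaded with Fluo-8 calcium dye for 40 to 90 min at room temperature. After a 10 s baseline, compound was added and calcium influx was read kinetically for 3 min (ex 480/em 520 nm).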
KCNH2 3.1 inh = qHTS for Inhibitors of KCHN2 3.1: Mutant qHTS; U2OS KCNH2 3.1, thallium flux FluxOr; stronger effect = lower value; activity change, % (tested at about 1.8 µM); hit rate 0.95% among 340,000;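 active = maximum activity change below -70%; inconclusive = maximum activity change from -70% to -50%; inactive = maximum activity change above -50%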;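 note: thallium influx rate constant from kinetic fluorescence after stimulation buffer; % is set by controls: 0 for no effect and ±100 for the full control effect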
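Measured as rate of thallium-driven FluxOr signal in transduced U2OS cells carrying the 3.1 channel, read kinetically for 2 min upon stimulation; values are rate constants scaled to DMSO control wells.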
Active calls of the source: *; i = inactive; ? = inconclusive; . = not tested or not shown; & = joins results of further samples; [ ] = remark or other dose. Unless noted, calls come from the whole dose curve; as a rule, active = well fitted curve in the direction sought with a large enough effect; inconclusive = small, poorly fitted or top-dose-only effect, or another doubt; inactive = no such curve, though single readings can be large; an effect the other way counts as inactive or inconclusive. Not all compounds are listed; rates above refer to the full screens.

Values run as follows: ELG1 DNA repair	USP2a block	AT treatment	Eya2 inh	TSHR antagonist	TCR act	Mito fusion act	hERG WT inh	TRPV1 ag	KCNH2 3.1 inh
COc1ccc(N2CCN(C(=O)C(=O)c3cn(CC(=O)N4CCOCC4)c4ccccc34)CC2)cc1
  -2%	1%	-4%	5%	23	9%	2%	5	-6	7
COCCn1c(Cc2ccccc2)nnc1SC(C)C(=O)NC1CC1 (stereo not drawn)
  14%	1%	1%	-10%	9	-1%	-5%	8	1	0
Cc1[nH]n(-c2ccccc2)c(=O)c1C1(C(F)(F)F)C(=O)N(c2ccccc2)C2=C1C(=O)CC(C)(C)C2 (stereo not drawn)
  -2%	-1%	.	11%	4	0%	-1%	-7	-5	21
O=C(NCCCN1CCCC1)Nc1cccc2ccccc12
  9%	3%	-3%	-11%	13	-9%	1%	0	-2	-8
NS(=O)(=O)Cc1noc2ccccc12
  5%	1%	-6%	10%	5	16%&9%	1%	-13&-15	3	0&3
Cc1ccc(N2CC(C(=O)N3CCc4ccccc43)CC2=O)cc1 (stereo not drawn)
  -5%	0%	2%	9%	0	-2%	3%	-5	29	-7
COc1ccc(OC2CCN(S(=O)(=O)c3ccc(C(C)=O)cc3)CC2)cc1
  21µM*	-7%	11%	-30%	-11	-3%	?	10	-2	-10
COc1ccc(OC)c(-c2cc(C(=O)Nc3c(C)nn(Cc4ccccc4)c3C)no2)c1
  ?	-13%	-4%	-8%	2	-6%	-5%	-13	1	5
O=C(CCc1nc2ccccc2c(=O)[nH]1)N1CCN(c2ccccc2Cl)CC1
  ?	0%	8%	-1%	-10	.	.	13	.	-13
Cc1ccc(NC(=O)CN2CCOCC2)cc1Cl
  4%	0%	-18%	0%	-7	4%	2%	-7	5	29
Cc1ncc(C[n+]2csc(C)c2C)c(N)n1
  -5%	0%	1%	0%	-2	-2%	3%	-14	0	-8
CCCCOc1ccc(N=Nc2ccc(N)nc2N)cn1
  ?	-3%	6%	0%	-10	0%	-5%	3	-2	-2
CCNS(=O)(=O)c1ccc(C(=O)OCC(=O)N2CCCc3ccccc32)cc1
  -1%	2%	7%	-12%	17	2%	-4%	-8	0	4
CCc1cccc(CC)c1NC(=O)c1ccccc1
  2%	0%	5%	0%	-1	2%	3%	4	-1	.
Nn1c(SCC(=O)Nc2nccs2)nnc1-c1cccnc1
  12%	-3%	-3%	-6%	12	-8%	-1%	3	-8	1
COc1cccc(/C=C/C(=O)N2CCN(c3n[nH]c(=O)[nH]c3=O)CC2)c1OC
  10%	1%	1%	18%	-1	-8%	4%	4	0	-8
CCS(=O)(=O)c1nc(S(=O)(=O)c2ccc(Cl)cc2)c(NCCCN2CCCC2=O)s1
  25%	3%	-3%	-8%	18	-2%	2%	9	1	-2
Cc1ccnc2nc(C(=O)OCC(=O)NC(=O)NCc3ccco3)nn12
  0%	1%	4%	-1%	-2	-2%	-1%	.	1	-21
CSc1ncc(F)c(N(CCO)CCO)n1
  ?	1%	6%	-1%	5	-8%[46.1 µM]	-3%	7	-2	-31
CCOc1cc(N2CCOCC2)c(OCC)cc1NC(=O)COC(=O)CCOc1ccc(C(C)(C)C)cc1
  -3%	-1%	-2%	-35%	12	8%	-4%	-4	5	-19
CC(=O)c1c(O)cc2n(c1=O)-c1ccc(Cl)cc1C2(C)C
  -22%	2%	7%	7%	19	1%[46.1 µM]	17%	-13	-2	-7
COc1ccc(NC(=O)CCCn2cnc3ccccc3c2=O)c(OC)c1
  ?	-5%	-9%	-10%	0	-2%	3%	0	3	5
O=C(N/N=C/c1cn(-c2ccccc2)nc1-c1ccc(F)cc1)c1ccc(Br)o1
  ?	1%	-5%	-4%	4	3%	-2%	2	1	-18
Cc1ccc(-c2nn(C)c(=O)c3ccccc23)cc1S(=O)(=O)NCCN1CCOCC1
  2%	4%	20%	-5%	-4	-8%	-1%	-7	1	-2
O=C(CCSc1ccccc1)OCn1nnc2ccccc2c1=O
  9%	0%	4%	-7%	2	2%	-7%	2	1	25
COc1cccc(OCC(=O)N(C)Cc2nc(-c3ccccc3)no2)c1
  ?	1%	5%	-5%	-3	1%	3%	-10	1	-27
CC(OC(=O)c1ccc(Cl)nc1)C(=O)N1CCc2ccccc21 (stereo not drawn)
  11%	1%	-2%	28%	-6	7%	26%	-2	4	-4
COc1ccc(CCNC(=O)CSc2nc3[nH]ncc3c(=O)n2-c2ccc(Br)cc2)cc1OC
  .	0%	-4%	-2%	14	5%	8%	7	0	-30
CS(=O)(=O)N(CC(=O)N1CCC(C(N)=O)CC1)c1cc(C(F)(F)F)ccc1Cl
  3%	-2%	-4%	-5%	-5	-5%	1%	4	1	-2
COc1ccc(CCNC(=O)c2cc(S(=O)(=O)N3CCCCC3)ccc2Cl)cc1
  ?	2%	2%	-8%	40	8%	5%	-7	-5	8
COc1cc(CN2CCCC(CO)(Cc3ccccc3)C2)ccc1O (stereo not drawn)
  -2%	-1%	2%	-16%	1	.	1%	16	24	14
COc1cccc(N2C(=O)CN(Cc3cc(OC)c(OC)c(OC)c3)C2=S)c1
  0%	4%	-5%	-4%	-7	-5%	9%	17	1	-2
COc1ccc(CCNC(=O)/C=C\c2ccccc2)cc1OC
  -6%	-1%	-3%	9%	17	2%	-2%	-15	23	-1
CCOC(=O)c1cccc(NC(=O)c2cncc(Br)c2)c1
  ?	2%	5%	-2%	4	-4%[46.1 µM]	0%	-35	3	-5
CCOc1cc2c(cc1/C=C/C(=O)O)OC(C)C2 (stereo not drawn)
  2%	-7%	-4%	-6%	-4	-10%	6%	-2	-1	-5
Cc1ccc2nc(-c3ccc(NC(=O)COC(=O)c4ccc(=O)[nH]c4)cc3)sc2c1
  ?	-3%	2%	-3%	12	-11%[46.1 µM]	4%	-12	-6	5
Cc1ccc(N=CNc2ccc(C)cc2C)c(C)c1
  -6%	2%	-5%	-3%	11	-3%	-2%	-6	-3	4
NNc1nc2sc3c(c2c(=O)n1C1CCCCC1)CCN(Cc1ccccc1)C3
  ?	-3%	2%	9%	-16	4%	6%	2	3	1
O=S1(=O)CCC(N=Cc2cc(Br)ccc2O)C1 (stereo not drawn)
  2%	1%	3%	2%	-5	15%	0%	8	0	-6
COc1ccc(N2C(=O)C3CCCN3C2c2cc(OC)c(OC)c(OC)c2)cc1 (stereo not drawn)
  15%	-10%	1%	4%	14	-2%	3%	4	-5	4

Whole records, quoted from the list. Order of values: ELG1 DNA repair, USP2a block, AT treatment, Eya2 inh, TSHR antagonist, TCR act, Mito fusion act, hERG WT inh, TRPV1 ag, KCNH2 3.1 inh
Cc1ccc(N=CNc2ccc(C)cc2C)c(C)c1 is entered as -6%, 2%, -5%, -3%, 11, -3%, -2%, -6, -3, 4
CCOC(=O)c1cccc(NC(=O)c2cncc(Br)c2)c1 is entered as ?, 2%, 5%, -2%, 4, -4%[46.1 µM], 0%, -35, 3, -5

Going on with the list:
Values run as follows: ELG1 DNA repair	USP2a block	AT treatment	Eya2 inh	TSHR antagonist	TCR act	Mito fusion act	hERG WT inh	TRPV1 ag	KCNH2 3.1 inh
COc1ccc(-c2nc(C#N)c(N3CCCCC3)o2)cc1
  ?	-9%	-17%	-13%	-1	1%	14%	-6	?	-4
CCOc1ccccc1NC(=O)Cn1c(=O)sc2ccccc21
  -23%	0%	-2%[11.5 µM]	-11%	-4	-71%	15%	-2	4	-8
COc1ccccc1N1CCN(C(=O)/C=C/c2c(Cl)nc3ccccn23)CC1
  ?	2%	2%	10%	1	-1%	3%	i	-2	1
Cc1ccc(S(=O)(=O)NC2c3cccc4cccc(c34)C2Sc2n[nH]c(N)n2)cc1 (stereo not drawn)
  -22%	2%	5%	-11%	-18	2%[46.1 µM]	-3%	0	-7	3
COC(=O)C1=C(N)Oc2cc(C)[nH]c(=O)c2C1c1ccc(Cl)cc1 (stereo not drawn)
  13%	10%	-3%	7%	-2	3%	-1%	-7	3	-8
COc1ccc(NS(=O)(=O)c2ccc(-c3n[nH]c(=S)n3Cc3ccccc3)cc2)cc1
  1%	-1%	-9%	-12%	-18	14%	7%	-6	-3	0
CC(=O)Nc1ccc(S(=O)(=O)Nc2ccc(NC(=O)c3ccco3)cc2)cc1
  -6%	0%	5%	11%	2	.	-1%	-12	3	-15
O=C(NNc1nc2c(F)cccc2s1)C1COc2ccccc2O1 (stereo not drawn)
  0%	-12%	13%	11%	18	-1%	0%	-15	-2	8
CCCCOC(=O)Nc1ccccc1C(=O)OC
  ?	-1%	5%	-11%	-5	1%	0%	4	-1	.

Assay outcomes as filed in PubChem BioAssay.
